USP2a inh: inhibitors of human ubiquitin-specific protease USP2a; USP2 core, Ub-CHOP2 coupled fluorogenic reporter, 485/531; 330,000 compounds, 0.01% hits; O75604; Potency, µM (series often up to 38.3 µM), for the others: top-dose activity change, negative = inhibition, hits mostly inhibitors;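 also: potency is read from the fitted curve at half-maximal effect; plate controls were DMSO wells for no effect and full inhibition by NEM control for full effect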
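Deubiquitinase activity read as fluorescence (485/531 nm) after Ub-CHOP2 cleavage activates the enterokinase reporter on its substrate; USP2 core 10nM, Ub-CHOP2 and substrate 25nM each, 30min compound preincubation then 60min RT; data normalized to NEM, curves fitted.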
uPA generation: cell surface uPA generation inhibition | cell surface uPA generation assay, qHTS | Potency, µM (titrated, usually from 38.3 µM), for the others: at the top dose activity change, negative = inhibition, actives largely listed as inhibitors | 330,000 compounds, 0.31% hits; active = well fitted inhibition curve with a large enough effect; inconclusive = small, poorly fitted or top-dose-only effect; inactive = no such curve, though single readings can be large or run the other way; tested in mouse RAW 264.7 cells; also: potency is read from the fitted curve at half-maximal effect; nearly all actives have a fitted effect of over 55% in size
Coupling enz: coupling enzyme interference in Giardia aldolase counter-screen. coupling enzyme system counterscreen, AmpLite Red fluorescence. activity change, negative = inhibition, % at 58.2 µM, hits read low. 290,000 compounds, 0.67% hits; in the data active = activity change below about -30%
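Final compound at 57.5 uM, incubated 10 min at RT with coupling enzyme reagent (glyceraldehyde-3-phosphate), then 20 min with substrate and AmpLite Red detection. Fluorescence read at 525/598 nm; tests interference with the coupling assay, not aldolase inhibition.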
KCNH2 3.1 inh: KCNH2 3.1 (human) potassium channel inhibition; activity change, % (tested at about 1.8 µM); 340,000 compounds, 0.95% hits; AID 720553; U2OS KCNH2 3.1, thallium flux FluxOr; active compounds read low;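 active = maximum activity change below -70%; inconclusive = maximum activity change from -70% to -50%; inactive = maximum activity change above -50%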;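 also: thallium influx rate constant from kinetic fluorescence after stimulation buffer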
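Thallium flux read-out: FluxOr dye with Red40 quencher in HBSS/HEPES, 45 min at RT. Rate constants from kinetic reads were normalized to positive and negative DMSO controls. Cells: U2OS virally expressing the 3.1 isoform.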
hERG WT inh: KCNH2 (human, wildtype) channel inhibition. U2OS, BacMam KCNH2, thallium flux FluxOr; active compounds read low. activity change, % at 1.84 µM. AID 720551. Q12809. 340,000 compounds, 0.37% hits;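 active = maximum activity change below -70%; inconclusive = maximum activity change between -70% and -50%; inactive = maximum activity change above -50%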
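U2OS cells transduced with wild-type KCNH2 virus are loaded with FluxOr dye for 45 min, and thallium flux is measured in kinetic reads before and after stimulation buffer. Rate constants are normalized to DMSO controls.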
BCR signal inh: blocks chronic active B-cell receptor signaling; AID 493014; Potency, µM (doses to about 46.1 µM), inactives show at the highest dose ratio change, negative = lower green/red ratio, most hits filed as inhibitors; 340,000 compounds, 0.05% hits; ABC-DLBCL IkBa-CBG/CBR reporter, luminescence ratio, 4 h; active = well fitted inhibition curve with a large enough effect in the signal ratio, with a control signal flat, not every such curve was filed as active; inconclusive = small, poorly fitted or top-dose-only effect, or effect the other way, or a change in a side signal; the % refers to the signal ratio;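 also: potency is read from the fitted curve at half-maximal effect; plate controls were basal doxycycline-induced cells for no effect and cells given 10 µM MG132 for full effect; MG132 reads +100%, hits lower the ratio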
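Doxycycline induced both beetle luciferases in TMD8 lymphoma cells; IKK-driven degradation limits the IkappaBalpha-fused green signal, while red luminescence normalises for cell number and nonspecific effects. Compounds tested up to 46 uM, 4 hrs.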
Eya2 phos inh: blocks the phosphatase activity of human Eya2; AID 488837; recombinant Eya2, OMFP fluorescence dephosphorylation (OMFP is methylfluorescein phosphate); 330,000 compounds, 0.006% hits; Potency, µM (highest dose often 76.9 µM), for inactives: top-dose activity, negative = inhibition, usual class: inhibitors; O00167; also: potency is read from the fitted curve at half-maximal effect
Target sequence (O00167 whole entry, looked up): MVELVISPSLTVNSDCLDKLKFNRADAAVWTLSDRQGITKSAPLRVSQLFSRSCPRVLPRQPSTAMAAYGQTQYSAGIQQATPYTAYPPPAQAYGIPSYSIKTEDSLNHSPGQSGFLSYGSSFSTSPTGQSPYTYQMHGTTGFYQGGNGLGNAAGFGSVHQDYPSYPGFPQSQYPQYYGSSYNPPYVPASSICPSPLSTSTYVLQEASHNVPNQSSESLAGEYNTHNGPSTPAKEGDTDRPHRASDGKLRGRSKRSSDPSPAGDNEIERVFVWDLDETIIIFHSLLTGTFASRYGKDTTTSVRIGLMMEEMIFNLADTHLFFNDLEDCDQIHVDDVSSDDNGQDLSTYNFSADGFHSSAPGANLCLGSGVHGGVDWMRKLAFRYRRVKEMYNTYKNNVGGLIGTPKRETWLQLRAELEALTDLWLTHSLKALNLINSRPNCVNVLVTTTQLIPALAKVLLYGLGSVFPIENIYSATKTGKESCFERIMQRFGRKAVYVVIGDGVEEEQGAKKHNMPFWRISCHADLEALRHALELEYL
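Eya2 (0.2 uM) preincubated 10 min at ambient with compound, then OMFP substrate added at 50 uM; 10 min reaction in 50 mM HEPES pH 7.5, 50 mM NaCl, 5 uM MgCl2, 0.05% BSA, 1 mM DTT. Fluorescence read at Ex 485/Em 525 nm.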
PKM2 act: activators of human pyruvate kinase M2; Potency, µM (doses to about 57.5 µM), without a hit: at the highest dose activation, most hits filed as activators; 260,000 compounds, 0.34% hits; P14618; purified PKM2, Kinase-Glo ATP luminescence, activation; response scale: 0% is enzyme alone, no compound; also: potency is read from the fitted curve at half-maximal effect; nearly all actives have a fitted effect of over 55% in size
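Purified hPK-M2 (>95% pure) converted ADP (0.1 mM final) to ATP with 0.5 mM PEP in 50 mM imidazole pH7.2, KCl, MgCl2, Tween 20, BSA; 1 h at room temperature. ATP detected by Kinase-Glo luminescence.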
GALK inh: inhibitors of human galactokinase; P51570; Purified GALK, Kinase-Glo residual ATP luminescence; Potency, µM (series often up to 57.5 µM), without a hit: at the highest dose activity change, negative = inhibition, most hits filed as inhibitors; 270,000 compounds, 0.007% hits; AID 1868; also: potency is read from the fitted curve at half-maximal effect
Target sequence (P51570 whole entry, looked up): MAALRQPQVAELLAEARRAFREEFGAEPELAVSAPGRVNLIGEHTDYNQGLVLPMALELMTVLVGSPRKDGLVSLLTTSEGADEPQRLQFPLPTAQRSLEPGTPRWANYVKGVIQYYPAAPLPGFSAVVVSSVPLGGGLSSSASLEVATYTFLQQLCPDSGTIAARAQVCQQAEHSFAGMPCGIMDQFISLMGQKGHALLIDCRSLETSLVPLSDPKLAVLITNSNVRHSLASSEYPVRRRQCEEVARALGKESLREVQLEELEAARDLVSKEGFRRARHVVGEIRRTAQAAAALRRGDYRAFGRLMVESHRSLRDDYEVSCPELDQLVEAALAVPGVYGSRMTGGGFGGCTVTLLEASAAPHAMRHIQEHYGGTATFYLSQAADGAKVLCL
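Luminescence from leftover ATP (Ultra-Glo luciferase/luciferin) served as read-out after a 1 h room-temperature reaction of 5 nM GALK with 35 uM ATP and 100 uM galactose.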
Giardia kill: kills Giardia lamblia; Giardia lamblia trophozoite viability; activity change, % at 7.66 µM, hits read low; 340,000 compounds, 0.15% hits; AID 540267; in the data active = activity change below about -80%; inconclusive = between about -30% and that limit;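 also: parasites exposed to compound for two days anaerobically before the ATP read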
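Luminescent ATP signal served as the viability read-out, measured 15-30 min after adding ATP detection reagent to trophozoites that had been incubated with compounds for 48 hrs at 37 deg C anaerobically at 100 cells/well.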
B2AR arrestin: recruits beta-arrestin to the human beta2-adrenergic receptor; P07550; beta-arrestin recruitment to beta2AR, cell-based reporter; Potency, µM (top dose mostly 46.1 µM), without a hit: at the highest dose activation, hits mostly activators; 330,000 compounds, 0.02% hits; AID 492947;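 also: potency is read from the fitted curve at half-maximal effect; 0% = DMSO controls and full agonism = EC100 isoproterenol or metaproterenol; nearly all actives have a fitted effect of over 65% in size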
* = called active by the depositor; ? = inconclusive; nt = no result given; [ ] = another dose, or the depositor's remark. Unless noted, calls follow the shape of the dose curve; as a rule, active = well fitted curve in the direction sought with a large enough effect; inconclusive = small, poorly fitted or top-dose-only effect, or another doubt; inactive = no such curve, though single readings can be large; an effect the other way counts as inactive or inconclusive. Unless noted, % is scaled to controls: 0 for no effect and ±100 for the full control effect.

1	CC(C)(C)OC(=O)N[C@@H](Cc1ccccc1)c1nnc(S(=O)(=O)Cc2cccc(F)c2)o1
2	NC(=O)c1ccsc1NC(=O)COC(=O)Cc1n[nH]c(=O)c2ccccc12
3	Cc1cccc(C2C3=C(Nc4[nH]n(-c5ccccc5)c(=O)c42)c2ccccc2C3=O)c1 (configuration not stated)
4	O=C(Cn1cnc2ccccc2c1=O)c1ccc(Cl)cc1
5	Cc1ccc(N(CC(=O)NC2CCCCC2)C(=O)CCC(=O)Nc2nccs2)cc1
assay / compound,1,2,3,4,5
USP2a inh,-5%,2%,2%,0%,1%
uPA generation,-14%,0%,-18%,9%,-2%
Coupling enz,0,nt,2,1,0
KCNH2 3.1 inh,-13,0,-6,-1,-1
hERG WT inh,2,2,-3,-1,7
BCR signal inh,?,-18%,?,0%,?
Eya2 phos inh,21%,-18%,-12%,2%,7%
PKM2 act,26%,nt,-3%,1%,nt
GALK inh,5%,nt,-1%,1%,-2%
Giardia kill,13,54[activator],1,3,-26
B2AR arrestin,0.5%,0.0%,-0.7%,0.1%,-0.2%

6	CCOc1ccc(C(=O)COC(=O)C2COc3ccccc3O2)cc1 (configuration not stated)
7	O=c1cc(-c2ccc(O)c(O)c2)oc2c1ccc1ccccc12
8	Cc1ccc(S(=O)(=O)N/N=C/c2ccc(OS(=O)(=O)c3ccc(C)c([N+](=O)[O-])c3)cc2)cc1
9	COC(=O)c1[nH]c2cccc(OC)c2c1NC(=O)CCN1CCN(c2cccc(Cl)c2)CC1
10	Cc1cccc(-c2nnc(SCC#N)n2-c2cccc(Cl)c2)c1
assay / compound,6,7,8,9,10
USP2a inh,0%,3%,0%,4%,-1%
uPA generation,0%,2.5µM*,-7%,nt,0%
Coupling enz,nt,nt,3,1,1
KCNH2 3.1 inh,-8,1,-6,nt,-8
hERG WT inh,35,0,4,nt,6
BCR signal inh,4%,?,0%,-1%,0%
Eya2 phos inh,-5%,-9%,-18%,-7%,-5%
PKM2 act,nt,nt,4%,0%,1%
GALK inh,nt,nt,2%,0%,0%
Giardia kill,-6,2,6,nt,-7
B2AR arrestin,-1.4%,-0.9%,0.2%,0.0%,0.1%

11	COc1ccc(CNC(=O)C23CN(Cc4ccccc4)CC2C(c2ccc([N+](=O)[O-])cc2)=NO3)cc1 (configuration not stated)
12	CC1(C)CC2CC(C)(CN2Cc2cccc([N+](=O)[O-])c2)C1 (configuration not stated)
13	COc1ccc(CCn2c(SCCN3CCCCC3)nc3ccccc3c2=O)cc1OC
14	Cc1ccc(N2CCN(S(=O)(=O)c3ccc(Cl)s3)CC2C)cc1 (configuration not stated)
15	CN(C)CCN(C(=O)c1ccc(S(=O)(=O)N2CCc3ccccc32)cc1)c1nc2ccc(F)cc2s1
assay / compound,11,12,13,14,15
USP2a inh,-5%,1%,0%,-5%,-3%
uPA generation,6%,6%,-19%,1%,-1%
Coupling enz,0,-1,2,nt,nt
KCNH2 3.1 inh,-30,-1,-1,11,4
hERG WT inh,11,8,8,-2,2
BCR signal inh,-1%,8%,?,1%,10%
Eya2 phos inh,2%,15%,-8%,-5%,3%
PKM2 act,2%,1%,-6%,8%,0%
GALK inh,2%,-1%,1%,-3%,-2%
Giardia kill,17,16,4,11,37[activator]
B2AR arrestin,-0.2%,-0.2%,0.1%,0.5%,-0.7%

16	CC(=O)Nc1sc2c(c1-c1nc3ccccc3s1)CN(C(C)C)CC2
17	Cc1ccc2c(cnn2C(=O)CCC(=O)NCc2cccc(Br)c2)c1
18	CCOC(=O)N1CCN(C(=O)CSc2nc3c(cnn3-c3ccccc3)c(=O)[nH]2)CC1
19	COc1cc(CCC(=O)Nc2c(C(=O)N3CCN(c4ccccc4)CC3)oc3ccccc23)on1
20	CCOC(=O)CSc1nc2cccnc2n1C
assay / compound,16,17,18,19,20
USP2a inh,?,-1%,0%,-3%,0%
uPA generation,2µM*,-2%,-9%,3%,3%
Coupling enz,nt,-1,7,-6,1
KCNH2 3.1 inh,nt,-7,9,3,3
hERG WT inh,nt,0,-8,0,8
BCR signal inh,?,-1%,-10%,0%,4%
Eya2 phos inh,26%,-22%,2%,0%,-5%
PKM2 act,nt,-7%,-7%,-1%,0%
GALK inh,nt,nt,1%,7%,1%
Giardia kill,7,14,0,13,-2
B2AR arrestin,-0.1%,0.0%,-0.7%,-1.0%,-0.2%

21	CCCN(C(=O)Cc1nc(N)n[nH]1)C1(C(=O)Nc2ccccc2C)CCCCC1
22	COCC(=O)N(CCN(C)C)Cc1cc2cc3c(cc2nc1Cl)OCO3
23	COc1cc2c(cc1OC)-c1cc(Nc3ccc(C)cc3)nc(=O)n1CC2
24	CC(C)Oc1ccc(NC(=O)Oc2ccccc2)cc1
25	COc1ccc(C2CCCN2C(=O)Nc2ccc(Cl)cc2)cc1OC (configuration not stated)
assay / compound,21,22,23,24,25
USP2a inh,-3%,0%,-10%,1%,2%
uPA generation,0%,14%,0%,-12%,11%
Coupling enz,1,3,4,-4,-1
KCNH2 3.1 inh,-3,-3,9,-207*,13
hERG WT inh,-4,9,-4,3,5
BCR signal inh,2%,-3%,?,-1%,21%
Eya2 phos inh,-16%,-7%,0%,13%,-7%
PKM2 act,0%,0%,nt,2%,6%
GALK inh,-2%,1%,3%,-1%,2%
Giardia kill,2,-5,-6,-19,8
B2AR arrestin,-1.1%,0.2%,2.3%,0.1%,0.3%

The final 2 entries of the section before are carried over, then new ones follow:
24	CC(C)Oc1ccc(NC(=O)Oc2ccccc2)cc1
25	COc1ccc(C2CCCN2C(=O)Nc2ccc(Cl)cc2)cc1OC (configuration not stated)
26	CCC1CCc2c(n(C)c3ccccc3c2=O)O1 (configuration not stated)
27	COc1ccc2nc(NC(=O)CCNC(=O)c3ccco3)sc2c1
28	CC(=O)NCc1cn2c(C)csc2n1
29	C/C(=N\NC(=O)c1cc(-c2cccc(OC(C)C)c2)nc2ccccc12)c1cccnc1
30	CC(=O)Oc1ccc2c(C)cc(=O)[nH]c2c1
assay / compound,24,25,26,27,28,29,30
USP2a inh,1%,2%,2%,0%,-1%,-1%,-2%
uPA generation,-12%,11%,-4%,9%,3%,-17%,0%
Coupling enz,-4,-1,5,nt,-1,-1,-2
KCNH2 3.1 inh,-207*,13,0,1,-4,-7,11
hERG WT inh,3,5,12,6,5,0,4
BCR signal inh,-1%,21%,1%,-2%,1%,8%,2%
Eya2 phos inh,13%,-7%,3%,-8%,-2%,-7%,-4%
PKM2 act,2%,6%,-3%,nt,-1%,2%,-2%
GALK inh,-1%,2%,nt,nt,0%,-4%,17%
Giardia kill,-19,8,25,-19,?,-5,-4
B2AR arrestin,0.1%,0.3%,0.4%,0.1%,-0.5%,0.8%,0.2%

31	CN1CCCC2(CCCN(Cc3nc(Cc4cccc(C(F)(F)F)c4)no3)C2)C1 (configuration not stated)
32	COc1ccccc1N1CCN(S(=O)(=O)c2ccc3c(c2)NC(=O)C(C)S3)CC1 (configuration not stated)
33	COc1ccc(OCC(N)=O)cc1
34	COc1ccc(CNCC(=O)Nc2cc(C)nn2-c2nc(C)cc(C)n2)cc1OC
35	CN(CC(=O)Nc1ccccc1Br)C(=O)CCC1CCCC1
assay / compound,31,32,33,34,35
USP2a inh,0%,-7%,1%,1%,0%
uPA generation,-10%,-2%,4%,-5%,?
Coupling enz,3,nt,-2,2,nt
KCNH2 3.1 inh,-28,8,33,5,-23
hERG WT inh,-14,3,-4,1,11
BCR signal inh,0%,?,?,5%,?
Eya2 phos inh,2%,-3%,-16%,?,10%
PKM2 act,-1%,nt,4%,6%,-10%
GALK inh,-4%,-3%,0%,-4%,-4%
Giardia kill,-17,9,2,-14,8
B2AR arrestin,-0.4%,0.3%,0.6%,0.0%,0.1%

36	COc1cccc(-c2cc(C(=O)N3CCOCC3)no2)c1
37	CC(C)(C)[C@H](N)C(=O)N[C@H]1CCC2C3CC=C4C[C@@H](O)CC[C@]4(C)C3CC[C@@]21C (some centres not stated)
38	O=C(c1cc(-c2cccs2)on1)N1CCN(c2ccc(F)cc2)CC1
39	CCc1noc(C)c1C(=O)Nc1cc(S(=O)(=O)N2CCCCC2)ccc1N(C)C
40	NS(=O)(=O)c1cccc(NC(=S)NC(=O)C23CC4CC(CC(C4)C2)C3)c1
41	COc1ccccc1NC(=O)c1sc2ncn(Cc3cccc(C)c3)c(=O)c2c1C
assay / compound,36,37,38,39,40,41
USP2a inh,2%,5%,-1%,0%,-1%,2%
uPA generation,-3%,-10%,nt,0%,-1%,-3%
Coupling enz,3,nt,-1,nt,0,0
KCNH2 3.1 inh,4,4,11,-1,-16,17
hERG WT inh,5,4,-24,-23,-6,4
BCR signal inh,?,?,-1%,0%,-1%,4%
Eya2 phos inh,15%,-7%,-5%,-19%,-13%,-5%
PKM2 act,-13%,nt,-4%,nt,-4%,-4%
GALK inh,4%,nt,3%,nt,-2%,0%
Giardia kill,-6,?,1,-2,13,-12
B2AR arrestin,0.4%,4.2%,0.0%,-0.2%,0.1%,0.0%
